Screens deposited in PubChem by several laboratories.
TcdB GH inh = TcdB glycohydrolase inhibitors, primary screen, biochemical, single point, plate reader | inhibition, % at 9.99 µM | TcdB glycohydrolase enzymatic assay | actives 0.24% (n = 350,000); in the data active means inhibition above about 10%
Target sequence (P18177 whole entry, looked up): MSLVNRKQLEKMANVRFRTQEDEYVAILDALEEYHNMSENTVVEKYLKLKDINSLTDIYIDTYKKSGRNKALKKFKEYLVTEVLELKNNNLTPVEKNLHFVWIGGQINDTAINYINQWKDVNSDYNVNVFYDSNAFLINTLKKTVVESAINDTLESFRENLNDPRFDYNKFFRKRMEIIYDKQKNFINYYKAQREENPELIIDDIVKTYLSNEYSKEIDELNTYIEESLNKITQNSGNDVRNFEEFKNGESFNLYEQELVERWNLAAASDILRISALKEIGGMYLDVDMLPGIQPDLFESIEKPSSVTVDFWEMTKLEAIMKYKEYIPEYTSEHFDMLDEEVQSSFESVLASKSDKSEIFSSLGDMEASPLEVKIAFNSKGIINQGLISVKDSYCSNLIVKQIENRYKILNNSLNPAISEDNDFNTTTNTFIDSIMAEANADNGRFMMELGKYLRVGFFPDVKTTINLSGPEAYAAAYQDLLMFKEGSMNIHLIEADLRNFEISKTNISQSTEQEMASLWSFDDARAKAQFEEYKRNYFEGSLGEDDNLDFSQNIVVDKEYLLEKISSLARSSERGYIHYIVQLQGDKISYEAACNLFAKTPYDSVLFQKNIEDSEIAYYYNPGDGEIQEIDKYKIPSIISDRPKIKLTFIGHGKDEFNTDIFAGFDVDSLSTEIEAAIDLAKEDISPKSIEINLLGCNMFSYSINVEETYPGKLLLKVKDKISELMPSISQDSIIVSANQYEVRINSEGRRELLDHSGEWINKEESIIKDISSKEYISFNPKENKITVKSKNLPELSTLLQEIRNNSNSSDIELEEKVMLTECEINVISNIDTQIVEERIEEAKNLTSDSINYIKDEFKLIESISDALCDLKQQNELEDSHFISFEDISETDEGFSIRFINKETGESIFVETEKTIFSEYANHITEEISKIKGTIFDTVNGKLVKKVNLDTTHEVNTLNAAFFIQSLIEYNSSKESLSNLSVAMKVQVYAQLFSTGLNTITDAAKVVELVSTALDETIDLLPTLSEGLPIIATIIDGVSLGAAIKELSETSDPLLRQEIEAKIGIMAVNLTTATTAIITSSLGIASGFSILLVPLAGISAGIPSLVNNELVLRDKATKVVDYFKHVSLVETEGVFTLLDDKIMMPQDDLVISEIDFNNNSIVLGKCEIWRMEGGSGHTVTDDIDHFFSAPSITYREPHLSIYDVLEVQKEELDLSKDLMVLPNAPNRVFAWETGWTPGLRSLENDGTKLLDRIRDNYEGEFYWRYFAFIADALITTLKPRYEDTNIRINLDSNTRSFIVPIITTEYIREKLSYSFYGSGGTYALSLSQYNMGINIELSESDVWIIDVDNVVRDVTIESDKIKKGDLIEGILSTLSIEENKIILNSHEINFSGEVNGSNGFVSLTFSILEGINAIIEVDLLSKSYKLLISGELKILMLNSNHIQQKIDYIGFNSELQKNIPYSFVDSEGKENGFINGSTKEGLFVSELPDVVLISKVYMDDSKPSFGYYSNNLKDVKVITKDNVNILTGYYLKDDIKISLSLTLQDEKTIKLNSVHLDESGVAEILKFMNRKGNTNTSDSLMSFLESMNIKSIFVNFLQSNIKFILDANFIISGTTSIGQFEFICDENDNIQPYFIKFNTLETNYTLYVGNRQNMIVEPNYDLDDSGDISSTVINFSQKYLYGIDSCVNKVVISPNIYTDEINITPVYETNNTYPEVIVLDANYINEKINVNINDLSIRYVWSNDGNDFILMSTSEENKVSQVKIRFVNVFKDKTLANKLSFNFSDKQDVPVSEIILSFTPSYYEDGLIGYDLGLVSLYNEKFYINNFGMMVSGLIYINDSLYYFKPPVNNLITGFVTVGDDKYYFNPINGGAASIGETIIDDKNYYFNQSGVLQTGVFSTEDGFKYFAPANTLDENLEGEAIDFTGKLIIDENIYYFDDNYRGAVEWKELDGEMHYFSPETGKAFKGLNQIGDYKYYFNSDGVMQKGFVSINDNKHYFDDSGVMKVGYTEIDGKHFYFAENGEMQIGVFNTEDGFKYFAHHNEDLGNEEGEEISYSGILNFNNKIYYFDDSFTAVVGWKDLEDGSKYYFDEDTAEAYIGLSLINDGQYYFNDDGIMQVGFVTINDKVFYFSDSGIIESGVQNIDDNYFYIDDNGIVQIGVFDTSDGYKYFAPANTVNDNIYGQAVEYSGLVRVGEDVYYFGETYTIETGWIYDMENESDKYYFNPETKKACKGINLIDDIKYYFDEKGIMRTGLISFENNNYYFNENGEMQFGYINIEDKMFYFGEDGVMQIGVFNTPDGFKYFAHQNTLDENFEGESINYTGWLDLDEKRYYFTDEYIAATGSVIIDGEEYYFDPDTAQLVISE
PfHsp40 rescue = rescue of yeast from PfHsp40 toxicity, primary screen, S. cerevisiae, ATP luminescence; S. cerevisiae expressing PfHsp40, growth rescue; growth rescue, % at 12.5 µM; actives 0.68% (n = 340,000); AID 504582, 2011; in the data active means growth rescue above about 28%, passing the limit was not always enough; inconclusive means no clear call, values can overlap the other calls;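 further: yeast W303a lacking pdr1 and pdr3 grown in galactose medium; growth measured after three days at 30 °C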
Anthrax LF prot = Bacillus anthracis LF protease inhibitors, primary screen, biochemical, multiplex microsphere, MLPCN library; multiplex microsphere protease cleavage assay; AID 588501, 2011; actives 0.12% (n = 360,000); inhibition, % at 10 µM; further: plate controls were buffer without enzyme for full effect and enzyme alone for no effect
BoNT A protease = BoNT/A light chain protease inhibitors, primary screen, biochemical, flow cytometry, MLPCN library; actives 0.17% (n = 360,000); AID 588499, 2011; multiplex microsphere protease substrate cleavage; inhibition, % at 10 µM; further: plate controls were buffer without enzyme for full effect and enzyme alone for no effect
3CLpro inhibitor = SARS-CoV 3CLpro protease inhibitors, primary screen, biochemical, quenched FRET; Replicase polyprotein 1ab (Severe acute respiratory syndrome coronavirus), P0C6X7; recombinant SARS-CoV 3CLpro, quenched FRET peptide cleavage; inhibition, % at 6 µM; actives 0.14% (n = 290,000); AID 1706, 2009; in the data active means inhibition above about 12%
Vc quorum ag = inducers of Vibrio cholerae quorum light production without autoinducers, primary screen, BH1578 luxS cqsA deficient, single point; V. cholerae BH1578 lux reporter, luminescence, 6 h; activation, % at 18.7 µM; actives 0.16% (n = 350,000); AID 588436, 2011; in the data active means activation mostly above about 9.7%, no sharp cut-off; inconclusive means no clear call, values can overlap the other calls; inactive means mostly below about 3.7%; further: not every result past the cut was called active; inactives centre near 0; reference of the scale not given here
Yp Topo-I inh = Yersinia pestis topoisomerase I inhibitors, primary screen, biochemical, cleavage product accumulation, plate reader, single point; DNA topoisomerase I (Yersinia pestis CO92); Y. pestis Topo-I cleavage product accumulation; activity, % at 10 µM; actives 0.064% (n = 360,000); in the data active means activity above about 50%, passing the limit was not always enough; inconclusive means no clear call, values can overlap the other calls; further: inactives centre near 2
SSB-PriA inh = inhibitors of Klebsiella pneumoniae PriA binding to SSB C-terminal tail, primary screen, biochemical, AlphaScreen. AID 1272365, 2023. PriA–SSB C-terminal tail interaction (Klebsiella pneumoniae). inhibition, % at 33 µM. AlphaScreen SSBct-PriA binding, biotinylated peptide. actives 0.6% (n = 430,000); in the data active means inhibition mostly above about 37%, no sharp cut-off; inactive means mostly below about 20%;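 further: plate controls were negative control peptide for no effect and reference peptide for full effect; strong numbers were not always called active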
PrPC surface inh = inhibitors of human cell surface prion protein PrPC, primary screen, cell-based, TR-FRET; actives 0.43% (n = 370,000); TR-FRET read-out; inhibition, % at 13.8 µM; in the data active means inhibition above about 24%; further: 0% = median of the test wells and 100% = reference compound wells
Active calls of the source: *; i = inactive; ? = inconclusive; · = no result given. Unless noted, no stated cut-off is given here; in the data, active means inhibition above about 30%; inconclusive means no clear call, values can overlap the other calls; inactive means below that. Only part of the results is shown (hit frequency here may not be typical).

| No. | canonical_smiles | PfHsp40 rescue | Anthrax LF prot | PrPC surface inh | TcdB GH inh | Yp Topo-I inh | BoNT A protease | 3CLpro inhibitor | SSB-PriA inh | Vc quorum ag |
| --- | --- | --- | --- | --- | --- | --- | --- | --- | --- | --- |
| 1 | Cc1c(NC(=O)C(C)Oc2cccc(Cl)c2)c(=O)n(-c2ccccc2)n1C (stereo not given) | 0.0 | 0.1 | -6.9 | 1.8 | 5.6 | -0.7 | · | 0.6 | -9.3 |
| 2 | O=[N+]([O-])c1ccccc1Nc1c2ccccc2nc2ccccc12 | -0.8 | 5.7 | 9.0 | 1.5 | 5.4 | -0.2 | -1.3 | 2.4 | i |
| 3 | COc1cnc(-c2ccccc2)[nH]c1=O | -1.0 | 0.2 | -6.0 | 0.8 | 3.5 | -0.4 | 5.2 | -20.2 | -0.5 |
| 4 | Cc1ccccc1CNC(=O)C1CCC(=O)N(Cc2cccc(F)c2)C1 (stereo not given) | -1.1 | -1.1 | -1.1 | 1.7 | 2.1 | 0.7 | 0.8 | -8.2 | -0.4 |
| 5 | Cc1ocnc1C(=O)Nc1ccc(Cl)cc1 | 1.6 | -6.3 | 4.7 | · | 10.6 | -1.7 | -0.4 | 3.8 | 3.6 |
| 6 | Cc1cc(C(=O)N(C)C)sc1-c1ccccc1 | 0.8 | -3.3 | -11.8 | · | 4.7 | -0.3 | 1.1 | -20.7 | -0.3 |
| 7 | Brc1ccc(NCc2cccc3ccccc23)nc1 | 5.4 | ? | 2.2 | · | 8.3 | ? | 1.0 | -27.3 | -0.4 |
| 8 | C/C(=N\NC(=O)c1c(Cl)cnn1C)c1ccc(NC(=O)c2ccncc2)cc1 | -0.9 | 1.0 | 7.2 | · | 1.9 | 1.0 | 4.7 | · | i |
| 9 | Cn1c(=O)oc2cc(S(=O)(=O)NCCN3CCc4ccccc4C3)ccc21 | -0.8 | -5.0 | -4.4 | -0.4 | -5.5 | -0.9 | 0.0 | -5.3 | i |
| 10 | CCOc1ccc(S(=O)(=O)NCCC(=O)NCC2COc3ccccc3O2)cc1 (stereo not given) | -0.7 | -3.3 | 0.0 | -1.0 | 9.0 | 0.3 | · | -6.2 | i |
| 11 | COc1ccc2oc(C(=O)NNC(=O)c3ccc(F)cc3)c(C)c2c1 | -0.6 | -1.2 | -3.5 | -1.3 | -3.5 | 0.2 | · | -16.8 | i |
| 12 | COc1ccc(C(=O)CN2C(=O)COc3ccccc32)cc1 | 0.4 | -3.8 | 1.0 | -0.3 | 4.4 | -1.4 | -3.5 | -24.4 | 1.5 |
| 13 | O=P(COCCOCCOCCOCP(=O)(c1ccccc1)c1ccccc1)(c1ccccc1)c1ccccc1 | 1.1 | 2.0 | 1.1 | 1.3 | 30.9 | -0.8 | 0.9 | 0.6 | i |
| 14 | CC(=O)c1ccc(NC(=O)CSc2nc(=O)n(CCN3CCOCC3)c3c2CCC3)cc1 | 0.2 | -4.1 | 0.5 | 4.3 | 6.6 | 1.3 | · | -16.6 | -6.2 |
| 15 | COc1ccc(C(=O)NCCNc2ncc(C(F)(F)F)cc2Cl)cc1[N+](=O)[O-] | 3.4 | -2.4 | -3.7 | 2.6 | -1.4 | -0.8 | 5.2 | 3.1 | i |
| 16 | S=C(NCCNC(=S)Nc1ccccc1Cl)Nc1ccccc1Cl | -1.1 | -6.3 | -2.4 | 1.7 | -0.3 | -3.1 | -1.0 | 2.5 | i |
| 17 | COC(=O)C(C)NC(=O)c1ccc(C(C)(C)C)cc1 (stereo not given) | -0.8 | -0.2 | 3.8 | · | -1.6 | -0.6 | -0.4 | 4.7 | 3.3 |
| 18 | CCN(CC)c1nc(N2CCN(C)CC2)nc2ccccc12 | -1.7 | 4.7 | -8.5 | 0.9 | -8.5 | 1.2 | -1.6 | -4.4 | -0.8 |
| 19 | Cc1nnc(NC(=O)CN2CCN(Cc3ccc(F)cc3Cl)CC2)s1 | -0.4 | 1.8 | -2.3 | 0.3 | 2.6 | -0.1 | -2.6 | -16.9 | i |
| 20 | O=C(Nc1cc(C(F)(F)F)ccc1N1CCCC1)C1CC(=O)N(Cc2ccccc2)C1 (stereo not given) | · | 0.2 | 6.8 | 0.6 | 22.8 | -0.8 | · | · | i |

An excerpt from above in order of formula weight, smallest number first.
| No. | canonical_smiles | PfHsp40 rescue | Anthrax LF prot | PrPC surface inh | TcdB GH inh | Yp Topo-I inh | BoNT A protease | 3CLpro inhibitor | SSB-PriA inh | Vc quorum ag |
| --- | --- | --- | --- | --- | --- | --- | --- | --- | --- | --- |
| 17 | COC(=O)C(C)NC(=O)c1ccc(C(C)(C)C)cc1 (stereo not given) | -0.8 | -0.2 | 3.8 | · | -1.6 | -0.6 | -0.4 | 4.7 | 3.3 |
| 18 | CCN(CC)c1nc(N2CCN(C)CC2)nc2ccccc12 | -1.7 | 4.7 | -8.5 | 0.9 | -8.5 | 1.2 | -1.6 | -4.4 | -0.8 |
| 7 | Brc1ccc(NCc2cccc3ccccc23)nc1 | 5.4 | ? | 2.2 | · | 8.3 | ? | 1.0 | -27.3 | -0.4 |
| 2 | O=[N+]([O-])c1ccccc1Nc1c2ccccc2nc2ccccc12 | -0.8 | 5.7 | 9.0 | 1.5 | 5.4 | -0.2 | -1.3 | 2.4 | i |
| 4 | Cc1ccccc1CNC(=O)C1CCC(=O)N(Cc2cccc(F)c2)C1 (stereo not given) | -1.1 | -1.1 | -1.1 | 1.7 | 2.1 | 0.7 | 0.8 | -8.2 | -0.4 |
| 1 | Cc1c(NC(=O)C(C)Oc2cccc(Cl)c2)c(=O)n(-c2ccccc2)n1C (stereo not given) | 0.0 | 0.1 | -6.9 | 1.8 | 5.6 | -0.7 | · | 0.6 | -9.3 |
| 8 | C/C(=N\NC(=O)c1c(Cl)cnn1C)c1ccc(NC(=O)c2ccncc2)cc1 | -0.9 | 1.0 | 7.2 | · | 1.9 | 1.0 | 4.7 | · | i |
| 16 | S=C(NCCNC(=S)Nc1ccccc1Cl)Nc1ccccc1Cl | -1.1 | -6.3 | -2.4 | 1.7 | -0.3 | -3.1 | -1.0 | 2.5 | i |
| 15 | COc1ccc(C(=O)NCCNc2ncc(C(F)(F)F)cc2Cl)cc1[N+](=O)[O-] | 3.4 | -2.4 | -3.7 | 2.6 | -1.4 | -0.8 | 5.2 | 3.1 | i |
| 13 | O=P(COCCOCCOCCOCP(=O)(c1ccccc1)c1ccccc1)(c1ccccc1)c1ccccc1 | 1.1 | 2.0 | 1.1 | 1.3 | 30.9 | -0.8 | 0.9 | 0.6 | i |

Following part:
| No. | canonical_smiles | PfHsp40 rescue | Anthrax LF prot | PrPC surface inh | TcdB GH inh | Yp Topo-I inh | BoNT A protease | 3CLpro inhibitor | SSB-PriA inh | Vc quorum ag |
| --- | --- | --- | --- | --- | --- | --- | --- | --- | --- | --- |
| 21 | Cc1cc(C)nc(N2CCCC(C(=O)NCc3ccc4c(c3)OCO4)C2)n1 (stereo not given) | 0.3 | 4.6 | -3.6 | 0.8 | -7.5 | 1.0 | -3.6 | -18.2 | i |
| 22 | COc1ccccc1C(=O)C1CCCN(C(=O)c2cn3cc(Cl)ccc3n2)C1 (stereo not given) | -0.9 | -1.6 | 6.5 | -0.2 | 0.0 | -0.3 | -0.9 | -3.5 | 8.7 |
| 23 | COC(=O)c1ccccc1NS(=O)(=O)c1cn(C)c(=O)n(C)c1=O | -0.3 | 4.8 | -0.8 | 0.3 | 3.5 | -0.8 | -3.0 | -5.2 | -0.1 |
| 24 | Cc1ccc(C2=NN(CCC(=O)NCCCN3CCOCC3)C(=O)CC2)cc1 | -1.4 | -0.5 | -14.4 | 1.1 | 5.6 | 0.9 | -2.0 | -13.5 | -0.5 |
| 25 | CCN1CCN(S(=O)(=O)c2cc(C(=O)O)ccc2Cl)CC1 | 1.3 | -6.8 | 1.7 | 1.3 | -0.4 | -0.2 | -3.2 | -4.8 | -0.3 |
| 26 | O=C(COc1ccc(Cl)cc1Cl)NN1C(=O)C2C3C=CC([C@@H]2C1=O)C31CC1 (stereo not given in full) | 0.9 | 5.4 | -4.2 | 4.4 | -3.8 | 0.0 | -3.5 | 0.5 | -0.5 |
| 27 | C=CCn1c(CNC(=O)CCC)nc2ccccc21 | -0.4 | -1.2 | -3.2 | · | 5.5 | 0.4 | 1.6 | -17.5 | -0.4 |
| 28 | CC(=O)Nc1ccc(NC(=O)CSc2nnc(-c3cccnc3)o2)cc1 | -1.3 | ? | -3.2 | 0.8 | -0.2 | -1.1 | · | -10.7 | i |
| 29 | O=C(Nc1cc(Cl)ccc1-n1cncn1)c1cc(S(=O)(=O)N2CCOCC2)ccc1F | 0.2 | -4.2 | 3.1 | 4.8 | -5.4 | -2.1 | -2.2 | -0.5 | -0.1 |
